# Bioassay records (PubChem)
# L3MBTL1 inh: inhibitors of human L3MBTL1; AlphaScreen L3MBTL1–H3K9me1 peptide binding; AID 485360; hit rate 0.66% among 230,000; Q9Y468; Potency, µM (series often up to 57.1 µM), for the others: at the top dose activity, negative = inhibition, actives largely listed as inhibitors; note: nearly all actives have a fitted effect of over 60% in size
# Target sequence (Q9Y468 whole entry, looked up): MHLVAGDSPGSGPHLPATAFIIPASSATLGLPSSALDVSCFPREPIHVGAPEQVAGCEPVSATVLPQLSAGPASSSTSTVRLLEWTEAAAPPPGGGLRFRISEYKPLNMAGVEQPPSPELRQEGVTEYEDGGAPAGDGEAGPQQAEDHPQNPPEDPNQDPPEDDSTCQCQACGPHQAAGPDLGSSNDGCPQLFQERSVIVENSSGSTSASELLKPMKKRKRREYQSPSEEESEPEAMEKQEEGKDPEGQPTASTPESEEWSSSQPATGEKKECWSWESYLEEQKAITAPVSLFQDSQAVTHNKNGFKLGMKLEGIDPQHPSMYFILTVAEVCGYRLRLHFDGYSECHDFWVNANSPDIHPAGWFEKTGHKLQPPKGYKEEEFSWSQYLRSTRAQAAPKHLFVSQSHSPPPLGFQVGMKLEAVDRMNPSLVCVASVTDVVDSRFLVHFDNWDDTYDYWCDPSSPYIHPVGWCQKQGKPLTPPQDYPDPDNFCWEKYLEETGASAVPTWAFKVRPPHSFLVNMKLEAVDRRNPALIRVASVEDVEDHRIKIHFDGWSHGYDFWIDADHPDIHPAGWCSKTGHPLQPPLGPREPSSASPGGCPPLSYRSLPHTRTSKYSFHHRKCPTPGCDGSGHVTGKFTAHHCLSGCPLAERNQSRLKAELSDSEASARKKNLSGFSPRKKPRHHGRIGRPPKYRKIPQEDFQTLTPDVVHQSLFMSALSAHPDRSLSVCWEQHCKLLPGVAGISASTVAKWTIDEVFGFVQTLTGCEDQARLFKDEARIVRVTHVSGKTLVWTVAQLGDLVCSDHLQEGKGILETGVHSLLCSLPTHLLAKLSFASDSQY
#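 L3MBTL1 50 nM + b-AHA-H3(1-15)K9me1 75 nM, 30 min RT; compound added, 30 min RT; streptavidin donor/Ni-chelate acceptor beads 10 ug/mL each final, 30 min RT dark; AlphaScreen read.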
# TexasRed fluor: alters Texas Red total fluorescence, flagging assay interference; AID 1479; hit rate 0.29% among 280,000; Potency, µM (top dose mostly 106 µM), without a hit: at the top dose fluorescence change, negative = quenching; TRb/SRC2 Texas Red total fluorescence interference; active = well fitted curve in either direction with a large enough effect; inconclusive = small, poorly fitted or top-dose-only effect
#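 Flags fluorescent or light-absorbing compounds by total fluorescence, S + 2P, at 555 nm excitation and 632 nm emission. Mixture: 20 nM Texas Red SRC2 peptide, 0.6 uM human TRb LBD, 1 uM T3, 5% DMSO; compound exposure 5 h at ambient temperature.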
# Tau fluor cs: counter-screen for tau fibril formation inhibitors; tau K18 P301L Alexa594 fluorescence, heparin fibrillization; AID 1463; hit rate 0.93% among 280,000; Potency, µM (titrated, usually from 57.7 µM), for the others: top-dose activity change, negative = decrease; note: nearly all actives have a fitted effect of over 55% in size
#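 Human tau K18 P301L (15 uM unlabeled, 0.24 uM Alexa 594-labeled) in 100 mM sodium acetate pH 7 with 20 uM heparin, 6 hr at 37 C. ThT 30 uM added, 1 hr ambient; Alexa 594 FP and total fluorescence read at 555/632 nm.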
# GLA spleen mod: alpha-galactosidase A (human) modulation | hit rate 0.008% among 240,000 | human spleen homogenate, 4MU-alpha-Gal fluorescence, 40 min | Potency, µM (series often up to 80 µM), without a hit: top-dose activity change, negative = inhibition, actives largely listed as inhibitors | AID 2107 | P06280;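 note: 0% = enzyme with vehicle and -100% = no enzyme basal signal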
#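 Spleen homogenate 1 ug + cpd (titration) + 4-MU-alpha-D-galactopyranoside 1 mM; 37C 40 min; 50 mM citrate/phosphate pH 5.0, 0.01% Tween-20; stop pH 10; fluorescence 365/440; AC50 via Hill.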
# ALDH1A1 inh: ALDH1A1 (human) enzyme inhibition | AID 1030 | hit rate 7.3% among 220,000 | Potency, µM (series often up to 75.3 µM), for inactives: at the top dose activity, negative = inhibition, usual class: inhibitors | P00352 | Purified ALDH1A1, NADH fluorescence, propionaldehyde substrate; active = well fitted inhibition curve with a large enough effect, not every such curve was filed as active; inconclusive = small, poorly fitted or top-dose-only effect, or another doubt; inactive = no such curve, though single readings can be large or run the other way;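 note: plate controls were no enzyme wells and a reference inhibitor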
# TRb SRC2 PPI: inhibitors of human thyroid hormone receptor beta-SRC2 interaction; TRbeta-SRC2 peptide binding, fluorescence polarization; receptor liganded with 1 µM T3; Potency, µM (doses to about 106 µM), inactives show top-dose activity change, negative = inhibition, actives largely listed as inhibitors; hit rate 0.065% among 280,000; AID 1469;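 note: plate controls were bound peptide for no effect and peptide without receptor for full effect; nearly all actives have a fitted effect of over 50% in size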
#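 Polarization signal, normalized between peptide-alone and full complex controls, measured compound effects on T3-liganded human TRb LBD (0.6 uM) binding 20 nM Texas Red SRC2 peptide after 5 hr.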
# Tau FP inhib: tau fibrillization inhibition (FP); hit rate 0.39% among 280,000; K18 P301L tau heparin fibrillization, Alexa594 FP, 6 h; Potency, µM (doses to about 57.7 µM), without a hit: top-dose activity, negative = inhibition, usual class: inhibitors; P10636; note: nearly all actives have a fitted effect of over 55% in size
# Target sequence (P10636 561-689 P618L limits assumed): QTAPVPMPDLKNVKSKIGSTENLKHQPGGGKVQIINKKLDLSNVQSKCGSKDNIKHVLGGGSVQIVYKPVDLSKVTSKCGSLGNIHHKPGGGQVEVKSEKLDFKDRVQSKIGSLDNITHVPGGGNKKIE
#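 K18 P301L tau (15 uM unlabeled/0.24 uM Alexa 594-labeled, final) + compound + heparin 20 uM final; 100 mM NaOAc pH 7; 6 hr 37 C; ThT 30 uM final added, 1 hr RT; FP ex 555/em 632 nm.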
# Tau ThT inhib: tau fibrillization inhibition (ThT binding) | P10636 | recombinant tau K18 P301L (four-repeat tau fragment), heparin-induced fibrillization, ThT fluorescence | Potency, µM (doses to about 57.4 µM), for the others: at the top dose activity, negative = inhibition, usual class: inhibitors | hit rate 2.1% among 270,000; note: nearly all actives have a fitted effect of over 55% in size
#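 K18 P301L tau (15 uM + 0.24 uM Alexa 594-tagged), heparin 20 uM, NaOAc pH 7, 6 h 37 C; ThT 30 uM, 1 h RT, ex 450/em 510 nm.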
# Active calls of the source: *; ? = inconclusive; . = not tested or not shown; [ ] = remark or other dose. Unless noted, calls come from the whole dose curve; as a rule, active = well fitted curve in the direction sought with a large enough effect; inconclusive = small, poorly fitted or top-dose-only effect, or another doubt; inactive = no such curve, though single readings can be large; an effect the other way counts as inactive or inconclusive. Unless noted, % is set by controls: 0 for no effect and ±100 for the full control effect; potency is the fitted concentration of half-maximal effect. This is a random part of the collection; any-hit rate near 8.5%.
# Codes – A = L3MBTL1 inh; B = TexasRed fluor; C = Tau fluor cs; D = GLA spleen mod; E = ALDH1A1 inh; F = TRb SRC2 PPI; G = Tau FP inhib; H = Tau ThT inhib
NC(N)=NS(=O)(=O)c1ccc(NC(=S)NC(=O)/C=C/c2ccco2)cc1
  A: -14% | B: -1% | C: -15% | D: 3% | E: ? | F: 6% | G: -9% | H: -27%

CCN(CC(=O)Nc1ccc(C)c(F)c1)CC(=O)NC(C)C
  A: 6% | B: -1% | C: 1% | D: -6% | E: 3.2µM* | F: -5% | G: -2% | H: 7%

CCn1c(=O)c(C(=O)CN2CC(C)OC(C)C2)c(N)n(Cc2ccccc2)c1=O (stereo unspecified)
  A: -4% | B: -2% | C: -9% | D: 6% | E: 1% | F: 0% | G: 5% | H: -12%

Cc1cc(C)cc(-n2c(-c3ccccc3)c(C)n3c4c(=O)n(C)c(=O)n(C)c4nc23)c1
  A: . | B: 3% | C: -9% | D: . | E: . | F: -3% | G: -8% | H: -12%

COc1ccc(C(C#N)N2N=C(c3ccccc3)CC2c2ccccc2)cc1OC (stereo unspecified)
  A: 25% | B: 1% | C: -23% | D: 8% | E: ? | F: 1% | G: ? | H: ?

CC(=O)Nc1cccc(NC(=O)CCCC(=O)O)c1
  A: 2% | B: -1% | C: -9% | D: -1% | E: 3% | F: 1% | G: -6% | H: -10%

CCC(=O)NC(=S)Nc1ccc(Cl)cn1
  A: 0% | B: 0% | C: 3% | D: -1% | E: 15% | F: 2% | G: ? | H: 1%

CCOc1ccc(NC(=O)CSC(N)=O)cc1
  A: -3% | B: 0% | C: -8% | D: -3% | E: 2µM* | F: -7% | G: ? | H: ?

COc1ccc2[nH]c3ccccc3c2c1
  A: -2% | B: -5% | C: ? | D: 20% | E: ? | F: -18% | G: 8% | H: ?

CCc1ccccc1NC(=O)CSc1ncn[nH]1
  A: 4% | B: 2% | C: -2% | D: -1% | E: -7% | F: -2% | G: -1% | H: -9%

CCOc1ccc(CCNC(=O)COC(=O)c2ccc(OC)c(OC)c2OC)cc1OCC
  A: -1% | B: 0% | C: -4% | D: 7% | E: -12% | F: 0% | G: -1% | H: -8%

CCOC(=O)/C(C#N)=C/Nc1ccsc1C(C)=O
  A: -6% | B: -3% | C: -5% | D: -14% | E: . | F: -4% | G: -3% | H: -10%

CC1(C)C2CCC1(C)C(NC1=NCCC1)C2 (stereo unspecified)
  A: . | B: -2% | C: 0% | D: -8% | E: -4% | F: -12% | G: 2% | H: -3%

O=C(Nc1ccccc1)c1cc2c(-c3ccccc3)nn(-c3ccccc3)c2s1
  A: . | B: -18% | C: ? | D: . | E: . | F: 13% | G: 20µM* | H: -1%

Fc1cccc(Cc2noc(CN3CCOCC3)n2)c1
  A: 2% | B: -5% | C: 7% | D: -10% | E: 0% | F: -7% | G: -6% | H: -2%

# Of the compounds above, these contain a thiophene ring, fused or not:
# Codes – A = L3MBTL1 inh; B = TexasRed fluor; C = Tau fluor cs; D = GLA spleen mod; E = ALDH1A1 inh; F = TRb SRC2 PPI; G = Tau FP inhib; H = Tau ThT inhib
CCOC(=O)/C(C#N)=C/Nc1ccsc1C(C)=O
  A: -6% | B: -3% | C: -5% | D: -14% | E: . | F: -4% | G: -3% | H: -10%

O=C(Nc1ccccc1)c1cc2c(-c3ccccc3)nn(-c3ccccc3)c2s1
  A: . | B: -18% | C: ? | D: . | E: . | F: 13% | G: 20µM* | H: -1%

# Going on with the list.
# Codes – A = L3MBTL1 inh; B = TexasRed fluor; C = Tau fluor cs; D = GLA spleen mod; E = ALDH1A1 inh; F = TRb SRC2 PPI; G = Tau FP inhib; H = Tau ThT inhib
CC(=O)n1cc([C@H]2C=C(C(=O)N3CCN(Cc4ccc5c(c4)OCO5)CC3)O[C@@H](OCc3ccc(CO)cc3)C2)c2ccccc21
  A: -23% | B: -1% | C: -9% | D: 1% | E: 4% | F: 2% | G: 9% | H: -4%

CC(C)CC(=O)O/N=C1\C(=O)N(c2ccccc2)c2ccccc21
  A: -8% | B: 0% | C: 3% | D: -8% | E: ? | F: -8% | G: 8% | H: ?

COc1ccc(N(CC(=O)N2CCN(c3cccc(C)c3C)CC2)S(=O)(=O)c2c(C)noc2C)cc1
  A: . | B: 0% | C: -11% | D: . | E: . | F: -9% | G: 5% | H: -7%

CN(C)CCOCCOc1ccccc1-c1ccccc1
  A: -4% | B: -11% | C: -6% | D: 1% | E: ? | F: 2% | G: 4% | H: 2%

CC1CC(C)(C)NC(=S)N1CCCC(=O)Nc1ccc(F)cc1 (stereo unspecified)
  A: 16% | B: 0% | C: 0% | D: -1% | E: -13% | F: 6% | G: -2% | H: 2%

CC(C)C(C(=O)NCC1CCCO1)N(Cc1ccco1)C(=O)CNS(=O)(=O)c1ccc(F)cc1 (stereo unspecified)
  A: -1% | B: 1% | C: -1% | D: 1% | E: 10% | F: -3% | G: -1% | H: 1%

CN(C)C(CNC(=S)Nc1cccc(Cl)c1)c1cccnc1 (stereo unspecified)
  A: . | B: -6% | C: -6% | D: 5% | E: 5% | F: -1% | G: -5% | H: -4%

O=C(Cc1ccccc1)Nc1cccc(-c2nnc(-c3ccco3)o2)c1
  A: -12% | B: -4% | C: -4% | D: 14% | E: ? | F: 8% | G: 1% | H: -5%

Cc1cccc2cc(C#N)c(NCCCNS(=O)(=O)c3ccc(Cl)cc3)nc12
  A: . | B: 1% | C: ? | D: 11% | E: . | F: 9% | G: -10% | H: -4%

O=C(c1ccc2c(c1)OCO2)N1CCN=C1SCc1cccnc1
  A: . | B: -1% | C: -4% | D: 5% | E: -1% | F: -22% | G: 0% | H: -9%

c1ccc2nc(N3CCN(Cc4ccc5c(c4)OCO5)CC3)cnc2c1
  A: 12% | B: -2% | C: -13% | D: 6% | E: ? | F: 4% | G: 3% | H: -16%

Cc1cccc(NC(=O)CSc2nc3c([nH]c4ccccc43)c(=O)n2-c2ccc(F)cc2)c1C
  A: . | B: 3% | C: -16% | D: . | E: . | F: 4% | G: -12% | H: -1%

Cc1cccn2c(=O)cc(COc3ccc(NC(=O)c4cccc(F)c4)cc3)nc12
  A: . | B: -1% | C: -2% | D: . | E: . | F: 2% | G: -4% | H: -4%

NS(=O)(=O)c1cc(C(=O)OCC(=O)c2ccccc2)c(Cl)cc1Cl
  A: 3% | B: -3% | C: -10% | D: 6% | E: 16µM* | F: -1% | G: -9% | H: -2%

Cc1cccc(CNc2ncnc3ccc(-c4ccccc4CN(C)C)cc23)c1
  A: . | B: -3% | C: -24% | D: 3% | E: ? | F: -3% | G: -2% | H: -8%

# Four neighbouring entries from above, for reference:
# Codes – A = L3MBTL1 inh; B = TexasRed fluor; C = Tau fluor cs; D = GLA spleen mod; E = ALDH1A1 inh; F = TRb SRC2 PPI; G = Tau FP inhib; H = Tau ThT inhib
Cc1cccc(NC(=O)CSc2nc3c([nH]c4ccccc43)c(=O)n2-c2ccc(F)cc2)c1C
  A: . | B: 3% | C: -16% | D: . | E: . | F: 4% | G: -12% | H: -1%

Cc1cccn2c(=O)cc(COc3ccc(NC(=O)c4cccc(F)c4)cc3)nc12
  A: . | B: -1% | C: -2% | D: . | E: . | F: 2% | G: -4% | H: -4%

NS(=O)(=O)c1cc(C(=O)OCC(=O)c2ccccc2)c(Cl)cc1Cl
  A: 3% | B: -3% | C: -10% | D: 6% | E: 16µM* | F: -1% | G: -9% | H: -2%

Cc1cccc(CNc2ncnc3ccc(-c4ccccc4CN(C)C)cc23)c1
  A: . | B: -3% | C: -24% | D: 3% | E: ? | F: -3% | G: -2% | H: -8%

# Remaining list, next part
# Codes – A = L3MBTL1 inh; B = TexasRed fluor; C = Tau fluor cs; D = GLA spleen mod; E = ALDH1A1 inh; F = TRb SRC2 PPI; G = Tau FP inhib; H = Tau ThT inhib
O=C(O)C1CCN(Cc2ccccn2)CC1
  A: 32%[activator] | B: -1% | C: 5% | D: 1% | E: 10% | F: -6% | G: -6% | H: 5%

CC(c1ccccc1)N1C(=O)c2ccc(C(=O)NCc3ccco3)cc2C1=O (stereo unspecified)
  A: 16%[11.4 µM] | B: -1% | C: -20% | D: 10% | E: ? | F: 6% | G: 0% | H: -13%

COc1ccccc1NS(=O)(=O)c1cc2c(cc1Cl)NC(=O)CO2
  A: . | B: 2% | C: ? | D: . | E: . | F: -8% | G: -8% | H: ?

COc1ccc(C)cc1NC(=O)C(=O)NCc1ccncc1
  A: 3% | B: -4% | C: -15% | D: -8% | E: 18µM* | F: 1% | G: -3% | H: -12%

COc1ccc(NC(=O)Cn2c(=O)n(-c3cccc(C(F)(F)F)c3)c(=O)c3sccc32)cc1
  A: . | B: 1% | C: 12% | D: . | E: . | F: 7% | G: -13% | H: ?

O=C(CNC(=O)c1ccccc1F)OCc1cc(=O)n2nc(C3CC3)sc2n1
  A: . | B: ? | C: 3% | D: . | E: . | F: -11% | G: 3% | H: -15%

CC(=O)Nc1ccc(S(=O)(=O)Nc2nc3ccccc3nc2Nc2ccc(O)cc2)cc1
  A: -7% | B: -6% | C: ? | D: 6% | E: . | F: 0% | G: 8% | H: ?

NS(=O)(=O)c1ccc(NC(=O)N[C@@H](Cc2ccccc2)C(=O)O)cc1
  A: 12% | B: -5% | C: 2% | D: 4% | E: 12% | F: 0% | G: -1% | H: 1%

COc1ccc(CN(N=O)C2CC(=O)N(c3ccc(OC)cc3)C2=O)cc1 (stereo unspecified)
  A: 2% | B: 2% | C: 0% | D: 1% | E: . | F: 9% | G: -6% | H: 7%

CC(C)CCSc1nc2[nH]ncc2c(=O)[nH]1
  A: -6% | B: 1% | C: -1% | D: 5% | E: ? | F: -3% | G: -4% | H: -3%

NC(=O)c1ccccc1NS(=O)(=O)Cc1ccc(Cl)cc1
  A: 5% | B: -6% | C: -5% | D: 8% | E: ? | F: 2% | G: 2% | H: -4%

CC(=O)c1ccc(N2CCN(c3ncnc4c3cnn4C)CC2)cc1
  A: . | B: -1% | C: 1% | D: . | E: . | F: -6% | G: 2% | H: ?

CCOc1ccc(CN2C(=O)c3ccccc3C2C(=O)NCCc2ccc(OC)c(OC)c2)cc1 (stereo unspecified)
  A: . | B: -1% | C: -5% | D: . | E: . | F: 0% | G: -1% | H: -3%

C/C(=N\NC(=O)c1cccc([N+](=O)[O-])c1)c1cccs1
  A: . | B: -2% | C: 0% | D: 10% | E: . | F: 6% | G: 4% | H: .
